TRPC6 activator = activators of mouse TRPC6 channel; B-score at 10 µM; actives 0.13% (n = 310,000); Q61143; HEK293-TRPC6 membrane potential dye fluorescence; stronger effect = higher value;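 active = B-score of the integrated fluorescence ratio above library mean plus 3 SD, and starting fluorescence ratio within library mean plus 5 SD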;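 also: higher score means more depolarization so channel activation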
RGS4 inh = human RGS4 inhibition; HEK293 M3R/RGS4 inducible, Fluo-4 calcium flux; stronger effect = higher value; triggered by carbachol at its EC20; B-score at 10 µM; actives 0.45% (n = 310,000); AID 463165;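 active = B-score, a plate-corrected calcium signal, over three deviations above library mean, with baseline fluorescence within five deviations of library mean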;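 also: RGS4 expression induced by doxycycline in cells with stable M3 receptor; B-score is computed from the integrated fluorescence ratio over baseline after carbachol; higher B-score means a larger calcium signal and so more RGS4 inhibition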
MrgX1 antag = antagonists of human MrgX1 receptor | Q96LB2 | MRGX1-HEK293 calcium flux, Fluo-4, BAM8-22 antagonism; stronger effect = lower value | B-score at 10 µM | actives 1.3% (n = 310,000) | AID 588676;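 active = calcium-response B-score plate-corrected more than 3 library SD below zero, starting fluorescence within 5 deviations, no agonist response on first addition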;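 also: peak minus trough fluorescence over baseline after final BAM8-22 challenge near maximal dose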
TRPC6 inh = blocks the mouse TRPC6 cation channel; Q61143; HEK293-TRPC6, membrane potential dye, ACh-evoked depolarization; stronger effect = lower value; B-score at 10 µM; actives 1.1% (n = 310,000); AID 2553;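 active = B-score under library mean minus 3 SD, initial fluorescence not abnormally high, positive integrated signal ratio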;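 also: B-score derived from integrated fluorescence ratio over the kinetic read; more negative B-score means stronger inhibition of depolarization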
MrgX1 PAM = human MrgX1 positive allosteric modulation, primary screen. Q96LB2. MrgX1-HEK293, Fluo-4 calcium flux, FDSS; stronger effect = higher value. B-score at 10 µM. actives 0.63% (n = 310,000);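 active = plate-corrected calcium response at least 3 library SD above typical, normal starting fluorescence, not activating the receptor alone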;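 also: compound read alongside a low EC10 to EC30 dose of BAM8-22 agonist; peak minus trough fluorescence over baseline measured at the second addition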
TRPC4 potent = allosterically enhances the mouse TRPC4 cation channel. Q9QUQ5. HEK293 TRPC4beta/mu-opioid, DAMGO EC20, Fluo-4 Ca2+ flux; stronger effect = higher value. B-score at 10 µM. actives 0.42% (n = 310,000);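 active = B-score of calcium response area above 5 SD of library B-scores, with initial fluorescence ratio within 5 SD of library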;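 also: B-score of integrated fluorescence ratio over time as area under calcium response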
Target sequence (Q9QUQ5 whole entry, looked up): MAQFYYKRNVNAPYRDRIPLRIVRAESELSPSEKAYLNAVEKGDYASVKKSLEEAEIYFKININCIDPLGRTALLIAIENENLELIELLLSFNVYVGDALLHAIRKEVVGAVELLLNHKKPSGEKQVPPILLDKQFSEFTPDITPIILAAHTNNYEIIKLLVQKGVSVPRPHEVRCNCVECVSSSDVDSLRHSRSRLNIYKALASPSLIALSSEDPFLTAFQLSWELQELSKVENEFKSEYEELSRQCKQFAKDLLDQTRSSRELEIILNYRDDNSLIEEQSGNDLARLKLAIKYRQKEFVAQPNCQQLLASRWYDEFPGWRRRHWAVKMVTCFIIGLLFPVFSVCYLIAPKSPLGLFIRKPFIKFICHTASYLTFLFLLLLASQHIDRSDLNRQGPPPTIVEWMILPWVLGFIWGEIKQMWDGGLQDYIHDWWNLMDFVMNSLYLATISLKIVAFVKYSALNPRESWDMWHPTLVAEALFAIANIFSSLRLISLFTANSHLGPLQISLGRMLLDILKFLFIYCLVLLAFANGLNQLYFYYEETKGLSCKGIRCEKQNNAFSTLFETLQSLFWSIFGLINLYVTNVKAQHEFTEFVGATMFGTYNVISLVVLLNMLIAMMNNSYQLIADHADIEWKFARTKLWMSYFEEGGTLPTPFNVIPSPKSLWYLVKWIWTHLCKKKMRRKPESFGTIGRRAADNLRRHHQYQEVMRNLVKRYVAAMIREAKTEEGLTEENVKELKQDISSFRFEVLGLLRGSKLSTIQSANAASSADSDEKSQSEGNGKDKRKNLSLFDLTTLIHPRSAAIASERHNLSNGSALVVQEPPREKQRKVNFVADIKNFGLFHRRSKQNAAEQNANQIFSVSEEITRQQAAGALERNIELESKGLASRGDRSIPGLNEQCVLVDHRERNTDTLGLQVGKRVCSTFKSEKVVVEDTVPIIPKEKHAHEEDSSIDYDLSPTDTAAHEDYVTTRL
TRPC4 act = TRPC4 (mouse) channel activation; Q9QUQ5; HEK293 TRPC4beta/mu-opioid, Fluo4 calcium fluorescence; stronger effect = higher value; B-score at 10 µM; actives 0.49% (n = 310,000); AID 2237;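 active = B-score above 5 SD of library B-scores, and initial fluorescence ratio not above library mean plus 5 SD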;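 also: positive B-score marks a calcium rise read as TRPC4 activation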
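Material: HEK293 stable line with TRPC4beta plus mu-opioid receptor; technique: Fluo4 calcium-sensitive dye fluorescence, kinetic, 1 Hz baseline; timing: Fluo4 dye loading 45 min at room temperature, 110 s recording; controls: assay buffer as low control, maximal DAMGO as high control; read-out: integrated baseline-normalised fluorescence ratio, converted to per-well B score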
TMEM16A act = activates or potentiates the mouse TMEM16A chloride channel | Q8BHY3 | actives 0.3% (n = 340,000) | HEK293 TMEM16A/YFP-H148Q/I152L, iodide quench fluorescence; stronger effect = lower value | B-score at 10 µM;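 active = fluorescence-ratio B-score plate-corrected deviation score at least 3 library SD below zero, with starting fluorescence score within 5 deviations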;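 also: channel opened by trigger with iodide after compound preincubation; score built on the fluorescence ratio of max minus min over baseline; more negative score means more quench and so TMEM16A activation or potentiation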
ANO1 block = blocks the mouse calcium-activated chloride channel TMEM16A; Q8BHY3; normalized B-score (activity score, 25-100; higher = stronger inhibition) at 10 µM; actives 1.2% (n = 310,000); HEK293 TMEM16A/YFP iodide influx fluorescence, ionomycin; AID 588511;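 active = ratio plate-corrected score three or more library SD toward inhibition, starting fluorescence score within five deviations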;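 also: score derived from kinetic fluorescence span divided by baseline fluorescence per well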
TRPC4 inh = inhibitors of mouse TRPC4 channel; Q9QUQ5; HEK293 TRPC4beta/mu-opioid, DAMGO-evoked Fluo4 calcium flux; stronger effect = lower value; B-score at 10 µM; actives 0.39% (n = 300,000);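 active = B-score over 3 SD under the library average, no early fluorescence shift, positive overall ratio signal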
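Assay system: HEK293 cells with stable TRPC4beta plus mu-opioid receptor expression. Dosing: single dose. Measured by: Fluo4 Ca2+ flux fluorescence. Also added: DAMGO in two steps, submaximal then maximal. Read-out: B score from integrated Fluo4 fluorescence ratio.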
MrgX1 agonist = human MrgX1 receptor agonism, primary screen; Q96LB2; MrgX1-HEK293 cells, Fluo-4 calcium fluorescence, agonist mode; stronger effect = higher value; B-score at 10 µM; actives 0.44% (n = 310,000);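 active = calcium response B-score plate-corrected fluorescence ratio at least 3 library SD, with starting fluorescence B-score inside 5 SD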
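Material: MrgX1-expressing HEK293 cells / Dosing: compound as first of three additions / Incubation: overnight seeding, then 1 h dark dye loading / Signal: Fluo-4 NW calcium fluorescence / Evaluation: B-scored fluorescence response ratio / Benchmarks: positive and negative control wells on each plate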
* = called active by the depositor; i = inactive; x = no result given.

mol	TRPC6 activator	RGS4 inh	MrgX1 antag	TRPC6 inh	MrgX1 PAM	TRPC4 potent	TRPC4 act	TMEM16A act	ANO1 block	TRPC4 inh	MrgX1 agonist
CCCN1CCN(C(=O)CN2C(=O)COc3ccc(S(=O)(=O)N(CC)CC)cc32)CC1	i	i	i	i	i	i	i	i	i	i	i
NC(=O)NO	x	x	i	x	i	x	x	i	i	x	i
COC(=O)CC(NC(=O)c1ccco1)c1ccc(C(C)C)cc1 (configuration not stated)	i	i	i	i	i	i	i	i	i	i	i
CCOc1ccc(C2C(C#N)=C(N)SC(N)=C2C#N)cc1OCC	i	i	i	i	i	i	i	i	i	i	i
N#Cc1cc2c(nc1SCc1ccncc1)CCC2	i	i	i	i	i	i	i	i	i	i	i
Cc1cccc(C(=O)OCC(=O)c2cccc(Br)c2)c1O	i	i	i	i	i	i	i	i	i	i	i
CCC(C)[C@H]1CNC(=S)N1CCC12CC3CC(CC(C3)C1)C2 (some centres not stated)	i	i	i	i	i	i	i	i	i	i	i
CCOc1ccc(CN(C)CC(=O)Nc2cc(OC)c([N+](=O)[O-])cc2C)cc1	i	i	i	i	i	i	i	i	i	i	i
Cc1ccc(C)c(N2CCN(C(=O)CCCn3ncn4c(cc5occc54)c3=O)CC2)c1	i	i	i	i	i	i	i	i	i	i	i
Clc1ccc(-c2csc(-c3cccnc3)n2)s1	i	i	i	i	i	i	i	i	i	i	i
CNC(=O)Nc1ccccc1F	i	i	i	i	i	i	i	i	i	i	i
O=C(N/N=C/c1ccccn1)c1cc(C2CC2)nc2ccccc12	i	i	i	i	i	i	i	i	i	i	i
NC(=S)NNc1cc(Cl)cc(Cl)c1	i	i	i	i	i	i	i	i	i	i	i
COc1ccc(NC(=O)/C(C#N)=C\c2ccc(Br)o2)cc1	i	i	i	i	i	i	i	i	i	i	i
CC(C)(C)C(=O)NC(=C(Cl)Cl)P(=O)(O)O	x	x	i	x	i	x	x	i	i	x	i
O=C(CCCn1c(=S)[nH]c2ccsc2c1=O)NCc1ccco1	i	i	i	i	i	i	i	i	i	i	i
CCn1cnc2c(oc3ccccc32)c1=O	i	i	i	i	i	i	i	i	i	i	i
Cc1ccc(/C(O)=C2/C(=O)C(=O)N(CC(=O)O)C2c2ccc([N+](=O)[O-])cc2)cc1 (configuration not stated)	i	i	i	i	i	i	i	i	i	i	i
CC1=NOC(=O)/C1=C\c1ccc(-c2ccc(Br)cc2)o1	i	i	x	i	x	i	i	i	x	i	x
COc1ccc(N(CC(=O)N/N=C/c2cccnc2)S(=O)(=O)c2ccccc2)c(OC)c1	i	i	i	i	i	i	i	i	i	i	i
COc1cccc(C(=O)Nc2ncc3c(n2)CC(C)CC3=O)c1 (configuration not stated)	i	i	i	i	i	i	i	i	i	i	i
OCc1cn(-c2ccccc2)nc1-c1ccc2c(c1)OCCO2	i	i	i	i	39*	i	i	i	i	i	i
O=C(OCn1ncc(Cl)c(Cl)c1=O)c1ccc(C(F)(F)F)cc1	i	i	x	i	x	i	i	i	x	i	x
Cn1c(Cc2ccccc2)nnc1SCC(=O)NCCc1ccccc1	i	i	i	i	i	i	i	i	i	i	i
CCN1CCN(C(=O)C2CCN(S(=O)(=O)c3cccc4cccnc34)CC2)CC1	i	i	i	i	i	i	i	i	i	i	i
COc1cc(C(F)(F)F)nc2c(Br)c(C(C)(C)C)nn12	i	i	i	i	10*	i	i	i	i	-6*	i
CC1(C(=O)Nc2cccc3ccccc23)CC1(Br)Br (configuration not stated)	i	i	i	i	i	i	i	i	i	i	i
O=C(COC(=O)c1cncc(Br)c1)Nc1ccc2c(c1)OCO2	i	i	i	i	i	i	i	i	i	i	i
CCN(Cc1ccccc1)C(=O)C1CCN(Cc2ccc(SC)cc2)CC1	i	i	i	i	i	i	i	i	i	i	i
O=C(Nc1ccc(Cl)cc1)c1ccc2snnc2c1	i	i	i	i	i	i	i	i	i	i	i
CC(=O)N1C(c2ccccc2)CC(=O)OC1c1ccc2c(c1)OCO2 (configuration not stated)	i	i	i	i	i	i	i	i	i	i	i
O=C(NNS(=O)(=O)c1ccc(Br)cc1)C1CCCCC1	i	i	i	i	i	i	i	i	i	i	i
COc1ccc(CN2CCNC(=O)C2CC(=O)NC2CCCCCCC2)cc1C (configuration not stated)	i	i	i	i	i	i	i	i	i	i	i
COc1ccc(F)cc1S(=O)(=O)NC1CC(C)(C)NC(C)(C)C1	i	i	i	i	i	i	i	i	i	x	i
COc1cccc(/C=N/NC(=O)C(=O)N2CCCCCC2)c1OC	i	i	i	i	i	i	i	i	i	i	i
O=C(Cc1ccc(NC2=NC3CS(=O)(=O)CC3S2)cc1)Nc1ccc(F)cc1 (configuration not stated)	i	i	i	i	i	i	i	i	i	i	i
O=C(OCc1nc2ccc(Cl)cc2n1CCO)c1ccc(O)cc1	i	i	i	i	i	i	i	i	i	i	i
CCC1(c2ccccc2)NC(=O)N(CC(=O)NC2(C#N)CCCCC2)C1=O (configuration not stated)	i	i	i	i	i	i	i	i	i	i	i
CN(Cc1cccnc1)C(=O)CCCc1c[nH]c2ccccc12	i	i	i	i	i	i	i	i	i	i	i
O=c1c(Cl)c(N2CCN(S(=O)(=O)c3ccc(F)cc3)CC2)cnn1-c1cccc(Cl)c1	i	i	i	i	i	i	i	i	i	i	i
CCC(OC(=O)c1cc2sccc2n1C)C(=O)NCC1CCCO1 (configuration not stated)	x	x	i	x	i	x	x	i	i	x	i
CC(C)(C)NC(=O)NC(=O)CN1CCN(c2ncc(C(F)(F)F)cc2Cl)CC1	i	i	i	i	i	i	i	i	25*	i	i
Cc1cc(C)n(CC(O)Cn2c(C)c(C)c3ccccc32)n1 (configuration not stated)	x	x	i	x	i	x	x	i	i	x	i
COc1cccc(CNS(=O)(=O)/C=C/c2ccc(OC)c(OC)c2)c1	i	i	i	i	i	i	i	i	i	i	i
Cc1ccc(-c2nn(-c3ccccc3)cc2C=O)o1	i	i	i	i	i	i	i	i	i	i	i
N#CC1=C(N)C(C#N)(C#N)[C@H](c2ccncc2)[C@H]2CN(C(=O)OCc3ccccc3)CC=C12	i	i	i	i	i	i	i	i	i	i	i
CCOC(=O)N1CCN(C(=O)c2cnn3c(C(F)F)cc(-c4ccc(C)cc4)nc23)CC1	i	i	i	i	i	i	i	i	i	i	i
COc1cccc(NC(=O)CCNC(=O)N2CC(=O)Nc3ccccc32)c1	i	i	i	i	i	i	i	i	i	i	i
CS(=O)(=O)N1CCN(c2ccc(NC(=O)Cc3ccccc3)cc2)CC1	i	i	i	i	i	i	i	i	i	i	i
Cc1ccc(NC(=S)N2CCC(NC(=O)c3ccc(C)cc3)CC2)cc1	i	i	i	i	i	i	i	i	i	i	i

Other results.
mol	TRPC6 activator	RGS4 inh	MrgX1 antag	TRPC6 inh	MrgX1 PAM	TRPC4 potent	TRPC4 act	TMEM16A act	ANO1 block	TRPC4 inh	MrgX1 agonist
COc1cc(OC)c(OC)cc1/C=C1\SC(N2CCCCC2)=NC1=O	i	i	i	i	i	i	i	i	i	i	i
COc1cc(-c2c(C(C)=O)c(C)nc3c2C(=O)c2ccccc2-3)cc(OC)c1OC	i	i	x	i	x	i	i	i	x	i	x
c1ccc(Nc2ncnc3[nH]ncc23)cc1	i	i	i	i	i	i	i	i	i	i	i
CCOc1ccc(NC(=O)CN(C)C(=O)CCNC(=O)c2ccccc2Cl)cc1OCC	i	i	i	i	i	i	i	i	i	i	i
CC(=O)N(C)c1cccc([N+](=O)[O-])c1	i	i	i	i	i	i	i	i	i	i	i
O=C(Nc1nnc(C2=COCCO2)o1)c1ccc(Cc2ccccc2)cc1	i	i	i	i	i	i	i	i	i	i	i
COc1ccc(Nc2nc(-c3cccs3)cs2)cc1	i	i	i	i	i	i	i	x	i	i	i
CCOC(=O)C1CCN(C(=O)CCS(=O)(=O)c2ccc3c(c2)CC(C)N3C(=O)CC)CC1 (configuration not stated)	i	i	i	i	i	i	i	i	i	i	i
C[C@@H](C(=O)NCCCCCC(=O)O)n1nnc2ccccc2c1=O	i	i	i	i	i	i	i	i	i	i	i
Cc1ccc(-n2c(N)cc(=O)nc2SCC(=O)NC2CCCCC2)cc1C	i	i	i	i	i	i	i	i	i	i	i
COC(=O)c1ccccc1Oc1cnc2ccccc2n1	i	i	i	i	i	i	i	i	i	i	i
Cc1ccc(N(CC2CO2)S(=O)(=O)c2ccccc2[N+](=O)[O-])cc1 (configuration not stated)	i	i	i	i	i	i	i	i	i	i	i
CSCC(C)N1CCC(CO)(CCc2ccccc2)CC1 (configuration not stated)	i	i	i	i	i	i	i	i	i	i	i
O=c1[nH]cnc2onc(-c3ccc(F)cc3)c12	i	i	i	i	i	i	i	i	i	i	i
Clc1ccc(Cl)c(OCCCCNCc2ccccc2)c1	i	i	i	i	i	i	i	i	i	i	i
COC(=O)c1cc(NC(=O)CN2CCC(C(N)=O)(N3CCCCC3)CC2)cc(C(=O)OC)c1	i	i	i	i	i	i	i	i	i	i	i
COC(=O)c1c(-c2ccc(Br)cc2)noc1N	i	i	i	i	i	i	i	i	i	i	i
CC1(C)CC(=O)c2cc(C(=O)NC3CCSC3=O)c(=O)n(-c3ccc(Cl)cc3)c2C1 (configuration not stated)	i	i	i	i	i	i	i	i	i	i	i
Cc1ccc(C(=O)n2c(N)nc3ccccc32)cc1	i	i	i	i	i	i	i	i	i	i	i
COCCn1c(=S)[nH]c2cc(OC)c(OC)cc2c1=O	i	i	-9.1*	i	i	i	i	i	i	i	i
Cc1cc(N)c(C)c([N+](=O)[O-])c1C	i	i	i	i	i	i	i	i	i	i	i

Rows were taken by chance, and some 5.8% of all compounds hit somewhere here.
